All columns: NCI-60 one-dose screen, growth in % after 48 h at 10 µM unless noted; 100 = growth as untreated, 0 = no growth, -100 = all killed.
MDA-MB-231: MDA-MB-231 breast cancer; hit rate 5% among 81,000; AID 1794789
MDA-MB-468: MDA-MB-468 breast cancer; hit rate 8.5% among 78,000
SR: SR leukemia cells; hit rate 8.7% among 73,000; AID 1794780
MOLT-4: MOLT-4 leukemia cells; hit rate 6.9% among 80,000; AID 1794779
K-562: K-562 leukemia; hit rate 7.4% among 78,000
MCF7: MCF7 breast cancer; hit rate 6.3% among 82,000
RPMI-8226: RPMI-8226 leukemia cells. AID 1794781. hit rate 7.5% among 77,000
MDA-MB-435: MDA-MB-435 melanoma. hit rate 7.8% among 82,000. AID 1794794
* = called active by the depositor; / = no result given; & = joins results of further samples; [ ] = dose if it differs, or a comment. Rule for the calls: active = growth percent below 10; inactive = the rest.

structure	MDA-MB-231	MDA-MB-468	SR	MOLT-4	K-562	MCF7	RPMI-8226	MDA-MB-435
COc1cccc2nc(Nc3cccc(NC(=O)c4ccc(CN5CCCN(C)CC5)c(C(F)(F)F)c4)c3)ccc12	-99*	-88*	-27*	-43*	5.9*	-90*	-39*	-100*
CC1=COC(C)(COC(=O)C2(C)CCC(C)=CO2)CC1 (stereo not drawn)	115	102	/	/	/	100	102	113
CN(C)c1ccc(CNCCO)cc1	110	105	108	99	98	94	85	102
COc1ccc(-c2nc3c(c(-c4ccc(Cl)cc4)nn3-c3ccccc3)c(-c3ccc(O)cc3)c2C#N)cc1	66	55	-30*	14	11	14	-33*	44
Cc1cc(=O)n(C)c2cc(N3C(=O)CC[C@@H](NS(=O)(=O)CC(C)C)[C@@H]3c3ccc(Cl)cc3)ccc12	109	93	75	68	85	90	92	106
O=c1cc(-c2ccccc2)nc2sc(-c3c[nH]c4ccc(F)cc34)nn12	52	67	/	/	/	58	72	64
C=CCNC(=O)NC(=O)Cc1ccccc1	99	94	108	106	109	101	109	100
N#Cc1c(-c2ccc(F)cc2)cc(-c2ccc(Br)s2)[nH]c1=O	99	107	93	97	84	89	100	107
COc1cc(Cn2nc(-c3ccccc3)c3c2CCc2cnoc2-3)cc(OC)c1OC	71	/	/	79	/	89	73	86
COc1cc2nc(Cl)nc(Nc3cccc(C(=O)/C=C/c4ccc(F)cc4)c3)c2cc1OC	62	74	12	36	7.8*	24	-18*	39

Two neighbouring compounds from above, for reference:
structure	MDA-MB-231	MDA-MB-468	SR	MOLT-4	K-562	MCF7	RPMI-8226	MDA-MB-435
COc1cccc2nc(Nc3cccc(NC(=O)c4ccc(CN5CCCN(C)CC5)c(C(F)(F)F)c4)c3)ccc12	-99*	-88*	-27*	-43*	5.9*	-90*	-39*	-100*
CC1=COC(C)(COC(=O)C2(C)CCC(C)=CO2)CC1 (stereo not drawn)	115	102	/	/	/	100	102	113

Additional records follow.
structure	MDA-MB-231	MDA-MB-468	SR	MOLT-4	K-562	MCF7	RPMI-8226	MDA-MB-435
CCCCCc1ccc(S(=O)(=O)Nc2cccc(-c3csc(NC(=O)CN4CCN(CCO)CC4)n3)c2)cc1	77	85	5.0*	59	20	36	20	44
C/C(Cc1ccc(Cl)cc1)=C(\c1ccc(OCCCN(C)C)cc1)c1ccc(OC(=O)Cc2ccccc2)cc1	108	111	77	77	92	58	105	107
CSc1nccc(-c2c(-c3ccc(N)cc3)nc3sccn23)n1	110	106	90	93	96	98	104	108
CCOC(=O)c1ccc(NC(=S)NC(=O)c2ccc(Cl)cc2)cc1	105	89	/	/	/	95	121	98
O=C1CSC(c2cc3ccccc3[nH]c2=O)N1Cc1ccc2c(c1)OCO2 (stereo not drawn)	107	103	/	96	102	/	99	93
C=C1C(=O)O[C@H]2[C@H]1CC/C(COC(=O)NCCc1ccc(Br)cc1)=C\CC[C@@]1(C)O[C@@H]21	-33*	4.6*	-4.1*	-19*	5.9*	4.4*	2.8*	24
O=C(c1cccs1)C1CC1	109	97	/	104	113	106	109	109
COc1ccc(N2CCN(C(CNC(=O)CC(C)(C)C)c3ccc4c(c3)OCO4)CC2)cc1 (stereo not drawn)	104	113	86	90	92	94	92	111
Cc1c(Cl)cc(C(C)C)c(O)c1CN1CCOCC1	103	102	91	89	103	103	101	111
CCOC(=O)/C(C#N)=C/c1ccccc1[N+](=O)[O-]	110	116	88	102	103	102	102	105
O=C(Cn1ccnc1)Nc1nccs1	125	101	95	98	106	98	106	98
CC(C)(C)c1ccc(COc2ccc(/C=C3\C(=O)Nc4ccc(Cl)cc43)cc2)cc1	95	98	92	80	77	83	98	99
CCOC(=O)C(C(=O)OCC)C(C)(C)Cc1ccccc1	100	114	93	90	96	95	90	110
CCc1c[n+]([O-])c(C)cc1[N+](=O)[O-]	/	98	/	131	100	88	107	108
Clc1ccc2c(NCCNc3nc(-n4ccnc4)nc4ccccc34)ccnc2c1	70	66	30	84	/	74	78	93
CCC(CC)(N(CC(=O)O)CC(=O)O)C(CC)(CC)N(CC(=O)O)CC(=O)O	110	127	94	107	101	100	83	126
CC(C)C(=O)n1ccc2nc(Cl)nc(Cl)c21	97	108	75	104	96	87	100	97
NC(=O)[C@@H]1Cc2ccccc2CN1C(=O)c1ccc2c(c1)-c1ccccc1C2	84[50 µM]	79[50 µM]	74[50 µM]	80[50 µM]	61[50 µM]	81[50 µM]	69[50 µM]	90[50 µM]
O=[N+]([O-])c1ccc2c(c1)C(c1c[nH]c3ccccc13)(c1c[nH]c3ccccc13)CCO2	44	71	75	39	65	75	56	83
N#Cc1c(-c2ccc(F)cc2)nc(SCc2ccc([N+](=O)[O-])cc2)nc1N1CCOCC1	47	51	/	74	77	59	80	84

Next section, overlapping the part above by 3 compounds.
structure	MDA-MB-231	MDA-MB-468	SR	MOLT-4	K-562	MCF7	RPMI-8226	MDA-MB-435
NC(=O)[C@@H]1Cc2ccccc2CN1C(=O)c1ccc2c(c1)-c1ccccc1C2	84[50 µM]	79[50 µM]	74[50 µM]	80[50 µM]	61[50 µM]	81[50 µM]	69[50 µM]	90[50 µM]
O=[N+]([O-])c1ccc2c(c1)C(c1c[nH]c3ccccc13)(c1c[nH]c3ccccc13)CCO2	44	71	75	39	65	75	56	83
N#Cc1c(-c2ccc(F)cc2)nc(SCc2ccc([N+](=O)[O-])cc2)nc1N1CCOCC1	47	51	/	74	77	59	80	84
COc1cc(NC(C)CCCNC(=O)CCC(=O)NCCCNCCCCCCCCNCCCNC(=O)CCC(=O)NCCCC(C)Nc2cc(OC)cc3cccnc23)c2ncccc2c1 (stereo not drawn)	44	17	107	76	45	35	53	71
COc1cc(/C=C2\Oc3cc(OCCN4CCCC4)ccc3C2=O)cc(OC)c1OC	98	101	109	102	92	90	118	97
CS(=O)(=O)c1ccc(-c2nc3cc(Cl)ccc3n2CC(=O)N/N=C/c2ccc(Cl)cc2)cc1	49	97	/	13	17	37	-17*	74
COc1cc(/C=C/C(=O)c2cnn(-c3cc(=O)[nH]c4ccc(Cl)cc34)c2C)cc(OC)c1OC	-5.1*	-83*	-12*	-11*	-12*	-38*	-32*	-9.3*
O=C1c2nccnc2C(=O)N1Cc1ccccc1	129	110	105	108	100	102	101	106
CCN(CC)CCSC(=O)C(c1ccccc1)C1CCCC1 (stereo not drawn)	78	112	79	87	87	92	108	99
CC(=O)c1cc(C)c(C)cc1C	/	100	91	104	92	96	101	109
COc1ccc2nc(-n3c(=O)c4ccccc4n(-c4ccccc4)c3=O)sc2c1	99	122	96	100	97	94	94	105
COc1cccc(N2CCN(c3ncnc4c3[nH]c3ccc(F)cc34)C[C@H]2C)c1	64	28	46	6.4*	27	37	19	19
O=C1NC(=O)c2c1c1c3ccccc3ccc1c1[nH]c3ncccc3c21	85	106	86	100	99	92	102	104
Cc1ccc(-c2cn(-c3ccc(Cl)cc3)c(SCc3ncc(C)cc3C)n2)cc1	95	117	91	66	/	85	96	98
Clc1ccc(OCc2cn(Cc3ccc(-c4ccccc4-c4nn[nH]n4)cc3)nn2)cc1	119	122	108	112	105	100	112	110
CCSc1nnc(-c2cnn3c2NC(c2ccccc2)C3)n1-c1ccc(Cl)cc1 (stereo not drawn)	94	88	88	69	75	86	91	91
CC(C)CCSC1=CC(=O)c2ccccc2C1=O	0.1*	-84*	6.0*	16	19	42	-62*	64
C=C(C)[C@@H]1CC[C@]2(C)[C@H](CC=C3[C@@H]4CC(C)(C)CC[C@]4(C=O)CC[C@]32C)[C@@]1(C)CCCN	75	51	-31*	35	1.5*	39	14	95
CCOC(=O)C1OC1(C)c1ccc(Cl)cc1 (stereo not drawn)	99	113	102	91	105	95	109	98
O=C1CCCCc2cc(O)c(O)cc21	98	100	116	93	109	99	111	100
CN1C(=O)N(C)C2Nn3c(s/c(=C\c4ccc(Br)cc4)c3=O)=NC21 (stereo not drawn)	101	110	/	107	85	93	98	91
C=COCC(F)(F)F	106	113	87	101	/	97	103	101
CCCc1c(C)[nH]c2ccccc2c1=O	92	95	89	92	87	104	73	104
OCC(O)C(O)C(O)C(O)C(c1ccccc1)c1ccccc1 (stereo not drawn)	117	96	82	87	90	105	101	101
COc1cc(/C=N/NC(=O)CSc2nc3sc4c(c3c(=O)n2-c2ccc(Cl)cc2)CCCC4)ccc1O	101	113	67	88	76	79	94	100
CN(C)c1ccc(N=Nc2ccc(Br)cn2)c(O)c1	34	-6.7*	3.1*	1.7*	/	10	12	33
COC(=O)[C@]1(C)CCC[C@@]2(C)[C@H]1CC(C=O)=C1C=C(C(C)C)CC[C@@H]12	109	96	93	95	98	90	92	100
CC(=O)Nc1ccc2c(c1Br)Cc1ccccc1-2	79	102	93	61	96	67	/	100
O=C(Cn1cc(CN2C(=O)c3ccc([N+](=O)[O-])cc3C2=O)nn1)Nc1ccc(Cl)cc1Cl	103	113	/	107	100	90	102	106
O=C(O)/C=C/C(=O)Nc1ccc(I)cc1	93	103	93	93	101	93	99	92
O=S(=O)(NCCCNc1nccc(-c2c(-c3cccc(F)c3)nc3occn23)n1)c1cccc2ccccc12	0.0*	15	51	5.2*	4.0*	/	28	16
CCCCCCCCCCOc1ccc(/C=C/C(=O)c2ccc(B(O)O)cc2)cc1	88	89	88	72	80	75	55	96
NCCOc1ncccc1/C=C1\C2C=CC=CC2C2C=CC(F)=CC12 (stereo not drawn)	37	-7.2*	0.9*	0.1*	8.3*	12	/	63
N#Cc1c(-c2cccc(Cl)c2)cc(-c2cccc(Cl)c2)[nH]c1=O	90	73	30	54	27	54	57	1.0*
O=C1c2ccccc2C(=O)N1CNc1ccc(Cl)cn1	107	108	105	108	111	97	101	105
C#CCOc1ccccc1C(OC(=O)c1cccc(N)c1)C(=O)NC(C)(C)C(C)(C)C (stereo not drawn)	97	105	91	125	99	93	106	99
CCC(=O)c1c(O)cc(O)cc1O	97	103	118	111	112	111	92	108
COc1ccc(C2SCC(=O)N2NC(=O)CCC(=O)c2nc3ncccc3[nH]2)cc1 (stereo not drawn)	92	92	104	113	94	83	96	98
COC(=O)c1cc(C(C)=O)n2c1ccc1c3ccccc3ccc12	77	75	76	93	72	35	103	100
Clc1sc(Cl)c(Cl)c1Cl	113	/	93	100	95	100	109	103
CC(=O)OC1CC2CC1C1C=CCC21 (stereo not drawn)	112&100	83&104	97&99	99&97	121&106	95&104	112&99	114&102
CSc1nnc(-c2cc3c([nH]c4ccccc43)c(-c3cccc(O)c3)n2)n1-c1ccc(C)cc1	26	20	6.0*	17	10	5.2*	19	-50*
FC(F)Oc1ccc(C(Nc2cccc(C(F)(F)F)c2)c2nnnn2C2CCCCC2)cc1OCC1CC1 (stereo not drawn)	78	76	90	71	78	68	63	100
Brc1cccc(-c2cc(-c3cnc4c(c3)OCCO4)n[nH]2)c1	69	7.8*	13	34	17	10	26	-29*
COc1cc(OC)c(/C=C2\N=C(c3ccccc3)OC2=O)c(OC)c1	99	94	/	91	84	83	101	93
c1ccn2c(NCCN3CCOCC3)c(-c3ccc4c(c3)OCO4)nc2c1	97	101	/	92	94	90	98	103
COc1ccc(C/C(C)=C(/c2ccc(OCCCN(C)C)cc2)c2ccc(OC(=O)Cc3ccccc3)cc2)cc1	98	114	85	73	92	50	97	103
COc1ccc(C(=O)/C=C/c2cc(OC)c(OC)c(OC)c2)cc1S(=O)(=O)Nc1cccnc1	94	83	/	92	81	78	84	99
COc1cc(/C=C/C(=O)c2nnn(-c3ccc([N+](=O)[O-])cc3)c2C)ccc1O	107	106	96	98	92	92	95	97
CC(=O)OCC(=O)C1(O)CCC2C3CCC4CC(=O)CCC4(C)C3C(=O)CC21C (stereo not drawn)	105	95	105	107	104	100	106	113
O=C(O)CN1CCc2c(sc3ncnc(N/N=C/c4ccc(Br)cc4)c23)C1	107	112	112	108	94	85	/	110
O=c1oc2cc(O)ccc2s1	118	107	99	107	87	97	99	105
Brc1cccc2ccccc12	87	98	112	107	108	99	108	106

(continued)
structure	MDA-MB-231	MDA-MB-468	SR	MOLT-4	K-562	MCF7	RPMI-8226	MDA-MB-435
CCOC(=O)c1c(C)n(-c2ccccc2)c2c1c(-c1ccccc1)nc1ccccc12	73	96	90	84	86	85	88	109
O=C(NNc1ccccc1)n1c(=O)c2ccccc2c(=O)n1-c1ccccc1	/	99	81	91	46	88	102	98
C#Cc1cccc(Nc2ncnc3ccc(NC(=O)c4cccs4)cc23)c1	68	11	64	76	85	65	79	97
CC(=O)c1ccc(N=NC2C(=O)N(c3ccccc3)N=C2C)cc1 (stereo not drawn)	104	95	92	92	91	81	86	102
CC(C)(C)[Si](C)(C)O[C@H]1C(=O)C=CN2CC=C[C@@H]12	105[100 µM]	99[100 µM]	82[100 µM]	118[100 µM]	105[100 µM]	97[100 µM]	115[100 µM]	102[100 µM]
Nc1ccc2ccc(S(=O)(=O)O)cc2c1	119	/	/	113	111	106	102	105
Nc1nc2c(C(=O)Nc3ccccc3)c(Nc3ccccc3)nn2c(Nc2ccccc2)c1-c1nc2ccccc2s1	85	67	91	84	66	67	59	85
O=C(OC1C2COC(O2)C(OC(=O)c2ccccc2)C1OC(=O)c1ccccc1)c1ccccc1 (stereo not drawn)	/	91	102	78	108	88	98	105
CC1(C)c2ccccc2C(=O)C1(Br)Cc1ccccc1 (stereo not drawn)	105	46	53	16	43	81	47	61
O=S(=O)(Nc1nc2ccccc2[nH]1)c1ccc2ccccc2c1	103	94	92	85	85	87	86	100
C#C[C@]1(O)CC[C@H]2[C@@H]3CC=C4c5sc(Nc6ncccc6C)nc5CC[C@]4(C)[C@H]3CC[C@@]21C	13	-8.4*	-3.3*	-30*	-9.6*	-49*	-36*	-39*

High-throughput results: PubChem BioAssay, NCI
